MPTP inh: mitochondrial permeability transition pore inhibitors, primary screen, biochemical, isolated mouse mitochondria, absorbance; Ca2+ swelling absorbance, 30 min; inhibition, % at 10 µM; 360,000 compounds, 1.4% hits;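 active = inhibition of 50% or more, scaled per plate between neutral and stimulator controls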;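 also: 0% = DMSO wells given calcium and 100% = 1 mM EGTA wells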
SENP8 inh: human SENP8 protease inhibitors, primary screen, biochemical, fluorescence, Nedd8 protein substrate, uHTS. 360,000 compounds, 0.64% hits. inhibition, % at 20 µM. recombinant SENP8. Sentrin-specific protease 8 (Homo sapiens), Q96LD8; in the data active = inhibition mostly above about 40%, no sharp cut-off; inactive = mostly below about 27%
Target sequence (Q96LD8 whole entry, looked up): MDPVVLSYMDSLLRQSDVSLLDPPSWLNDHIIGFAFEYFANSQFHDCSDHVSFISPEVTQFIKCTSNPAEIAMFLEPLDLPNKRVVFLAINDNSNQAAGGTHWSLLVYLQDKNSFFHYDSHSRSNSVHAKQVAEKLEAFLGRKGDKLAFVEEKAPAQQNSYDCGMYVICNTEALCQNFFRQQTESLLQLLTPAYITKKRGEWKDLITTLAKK
ATG4B inh: ATG4B protease inhibitors, primary screen, biochemical, fluorescence, uHTS | Cysteine protease ATG4B (Homo sapiens), Q9Y4P1 | ATG4B cleavage of LC3-PLA2, NBD-HPC fluorescence, 1 h | inhibition, % at 8.33 µM | 340,000 compounds, 0.51% hits | AID 504462, 2011; in the data active = inhibition above about 40%
Target sequence (Q9Y4P1 whole entry, looked up): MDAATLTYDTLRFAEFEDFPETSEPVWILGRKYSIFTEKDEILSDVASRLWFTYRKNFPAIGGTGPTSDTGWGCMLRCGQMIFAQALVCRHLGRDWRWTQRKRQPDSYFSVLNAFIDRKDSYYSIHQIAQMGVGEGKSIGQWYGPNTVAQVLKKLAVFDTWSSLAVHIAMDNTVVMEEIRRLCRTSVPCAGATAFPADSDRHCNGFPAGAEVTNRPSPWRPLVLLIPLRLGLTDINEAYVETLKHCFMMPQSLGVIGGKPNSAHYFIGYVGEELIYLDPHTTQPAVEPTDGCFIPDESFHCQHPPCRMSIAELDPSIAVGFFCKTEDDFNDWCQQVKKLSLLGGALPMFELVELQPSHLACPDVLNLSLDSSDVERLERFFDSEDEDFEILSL
SENP6 inh: SENP6 protease inhibitors, primary screen, biochemical, luminescence, uHTS; inhibition, % at 10 µM; Recombinant SENP6 catalytic domain, aminoluciferin luminescence; 330,000 compounds, 1.8% hits;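 active = inhibition above about 50% at the single tested dose, limit read from the data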;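 also: plate controls were DMSO wells with enzyme for no effect and DMSO wells lacking enzyme for full effect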
PfG6PD inh: PfG6PD enzyme inhibitors, primary screen, biochemical, fluorescence intensity, uHTS; 350,000 compounds, 0.78% hits; AID 504690, 2011; inhibition, % at 20 µM; glucose-6-phosphate dehydrogenase-6-phosphogluconolactonase (Plasmodium falciparum 3D7); PfGluPho enzyme, NADPH resazurin-diaphorase fluorescence;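 active = inhibition reaching at least a set limit at 20 µM in the primary screen, cut at about 59% in these data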;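 also: 0% = DMSO wells with substrate and 100% = DMSO wells lacking glucose-6-phosphate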
GRIN3A LBD mod: binders of NR3A ligand-binding domain, primary screen, biophysical, differential scanning fluorimetry, uHTS | Glutamate receptor ionotropic, NMDA 3A (GRIN3A) ligand-binding domain | NR3A LBD differential scanning fluorimetry, Tm shift; 0% = protein alone, 100% = glycine-bound protein | Tm shift relative to glycine control, % at 25 µM | 340,000 compounds, 2.5% hits;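 active = melting temperature shift of at least 10% of the positive control shift, at one fixed dose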
SENP1 inh: human SENP1 catalytic domain inhibitors, primary screen, biochemical, FRET, uHTS | Sentrin-specific protease 1 (Homo sapiens), Q9P0U3 | recombinant SENP1 catalytic domain, CyPet-SUMO1-YPet FRET cleavage | inhibition, % at 10 µM | 360,000 compounds, 0.21% hits;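 active = inhibition at least 30% at 10 µM, raw YFP signal under a set limit, fluorescence ratio 0.5 to 1.5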;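 also: 0% = enzyme with DMSO and 100% = no enzyme wells; some results filed as inactive read as strong as hits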
Target sequence (Q9P0U3 419-644 limits assumed): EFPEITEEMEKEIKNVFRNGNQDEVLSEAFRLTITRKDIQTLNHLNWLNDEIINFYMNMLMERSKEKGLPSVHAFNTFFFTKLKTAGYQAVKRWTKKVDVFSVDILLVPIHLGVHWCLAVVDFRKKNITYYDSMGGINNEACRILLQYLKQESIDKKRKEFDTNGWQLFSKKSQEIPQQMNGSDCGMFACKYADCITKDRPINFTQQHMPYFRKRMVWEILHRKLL
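Assay system: hSENP1 catalytic domain, recombinant. Amount: SENP1 enzyme, 20 pM final. Schedule: 50 min reaction, RT, dark. Technique: FRET, CFP and YFP emission. Control set: no-enzyme wells low, DMSO-plus-enzyme wells high control.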
hIAP act: human IAP activators, primary screen, biochemical, luminescence, uHTS | purified human IAP, CDP-Star luminescence, 30 min; hits give high values; 1 = vehicle-only enzyme, 0 = enzyme-free background | AID 2524, 2010 | 330,000 compounds, 0.16% hits | activation factor at 10 µM | Intestinal-type alkaline phosphatase (Homo sapiens), P09923;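 active = activation factor of the enzyme at least 2-fold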; also: the source names both 10 and 20 µM as test concentration; values of inactives mirror those of a sister screen read the other way
The depositor's hits bear a star; nt = not tested or not shown.

Structure,MPTP inh,SENP8 inh,ATG4B inh,SENP6 inh,PfG6PD inh,GRIN3A LBD mod,SENP1 inh,hIAP act
CCOC(=O)C(=O)NN=C(c1ccccc1)c1ccccc1,1.4,14,10,-4,0,0,0,0.86
O=C(C1CCCN(Cc2nc(-c3cccs3)no2)C1)N1CCOCC1 (stereo not drawn),1.3,11,-5,8,-21,-3,-2,0.94
CCc1nn(C(C)C(=O)NCCc2ccccc2)c(=O)c2cc3occc3n12 (stereo not drawn),1.0,4,-5,-17,-17,0,-1,1.2
COc1ccccc1NC(=O)CNC(=O)Cn1c(C)cc2ccccc2c1=O,-1.2,-58,-2,-6,-11,-1,2,1
CC1(C)Cc2nc3n[nH]c(N)c3cc2CO1,-3.3,4,-6,-2,3,0,1,0.94
O=C(Nc1ncn[nH]1)c1ccc([N+](=O)[O-])cc1[N+](=O)[O-],-0.3,33,-8,30,3,-1,1,0.97
Fc1cccc(Cl)c1CSc1nnc(CN2CCOCC2)n1-c1ccccc1,-0.6,17,-2,-6,10,-2,1,1
COc1cc(OC)c(C(=O)NNC(=O)c2ccccc2-n2cccc2)cc1OC,-0.2,-12,5,-7,-4,0,-1,1.1
COCCCNC(=O)CCc1c(C)c2cc3c(C)coc3cc2oc1=O,-0.6,-242,17,-12,-8,-3,-3,1.1
C=C1C(=O)O[C@@H]2[C@H]1CC[C@H](C)[C@]1(O)CCC(=O)[C@@]21C,2.5,13,-7,-2,2,1,0,1.1
c1cn2cc(CSC3CCCCC3)nc2s1,1.0,7,2,40,-12,0,-2,1
O=C(NCc1cccnc1)NC1(C(F)(F)F)Oc2ccc(Cl)cc2O1 (stereo not drawn),-1.6,12,8,-17,-6,-2,-1,0.96
O=C(NCc1ccccc1Cl)C1CCN(S(=O)(=O)N2CCCCC2)CC1,-2.3,5,25,-2,-1,3,4,0.88
CCOC(=O)c1ccc(NC(=O)CSc2nnnn2CCCO)cc1,2.5,13,-5,-18,-10,-2,-1,0.9
COc1cccc(CNS(=O)(=O)c2ccc(-n3cnnn3)c(C)c2)c1,0.5,7,-4,22,-7,1,-1,0.89
COCCNC(=O)c1nc2c(nnn2Cc2cc(C)ccc2C)c(=O)[nH]1,1.4,9,-4,-7,-10,0,3,1.3
CCC(C)C(=O)OC1CCC=C2C=CC(C)C(CCC3CC(O)CC(=O)O3)C21 (stereo not drawn),-1.2,10,-3,nt,20,-1,-1,nt
CCOc1ccc(CNC(=O)C2CCCN(c3nnc(C)c4c(C)n(-c5ccccc5)nc34)C2)cc1 (stereo not drawn),-0.2,-326,-2,-11,5,-5,-5,1
CCOc1ccc(NC(=S)NS(=O)(=O)c2cc(Br)ccc2OCC)cc1,4.2,25,-9,-7,11,1,0,1
CNc1nc(-c2ccccc2)nc(-c2ccccc2)c1C#N,-12,-440,4,2,-11,1,1,1.1
Cc1cccc(C)c1OCc1cc(C(=O)N2CCCC2c2nonc2C)no1 (stereo not drawn),0.9,0,24,0,-13,-1,1,1.2
CC(=O)SC1CC(=O)N(c2c(C)cccc2C)C1=O (stereo not drawn),-0.6,28,-2,-13,1,1,2,1.1
COc1ccc2c(c1)CCC1C2CCC2(C)C(O)C(=O)CC12 (stereo not drawn),-0.3,15,-13,nt,1,0,0,nt
Cc1ccc(C)c(N2CCN(C(c3ccncc3)c3nnnn3Cc3ccccc3)CC2)c1 (stereo not drawn),0.2,2,0,-7,6,1,1,1.2
O=C(Nn1cnnc1)c1ccc(OC(F)(F)C(F)C(F)(F)F)cc1 (stereo not drawn),-0.5,16,-3,-19,-10,-2,1,0.89
COc1ccccc1NS(=O)(=O)c1cc(-c2cnc(C3CC3)o2)ccc1C,-1.1,19,-9,-13,10,-5,1,0.98
COc1ccc(C(=S)N2CCOCC2)cc1OC(=O)c1ccccc1,-1.3,13,-6,33,7,1,-2,1.1
CCCc1nc2nc(C)c(NS(=O)(=O)c3ccc(C(C)(C)C)cc3)c(=O)n2[nH]1,-0.3,6,2,-11,-15,0,1,1
CC(C)Cn1c(-c2ccc(F)cc2)n[nH]c1=S,-1.2,-7,-16,4,32,2,0,0.75
Cc1ccc(S(=O)(=O)NC(CCC(N)=O)C(=O)NCc2ccc3c(c2)OCO3)c(C)c1 (stereo not drawn),-1.8,6,-12,1,10,4,2,1

Entries of single compounds, quoted from the list. Values in the order: MPTP inh, SENP8 inh, ATG4B inh, SENP6 inh, PfG6PD inh, GRIN3A LBD mod, SENP1 inh, hIAP act
CC1(C)Cc2nc3n[nH]c(N)c3cc2CO1 is entered as -3.3, 4, -6, -2, 3, 0, 1, 0.94
COCCCNC(=O)CCc1c(C)c2cc3c(C)coc3cc2oc1=O is entered as -0.6, -242, 17, -12, -8, -3, -3, 1.1
COc1ccccc1NC(=O)CNC(=O)Cn1c(C)cc2ccccc2c1=O is entered as -1.2, -58, -2, -6, -11, -1, 2, 1
O=C(Nn1cnnc1)c1ccc(OC(F)(F)C(F)C(F)(F)F)cc1 (stereo not drawn) is entered as -0.5, 16, -3, -19, -10, -2, 1, 0.89
Cc1cccc(C)c1OCc1cc(C(=O)N2CCCC2c2nonc2C)no1 (stereo not drawn) is entered as 0.9, 0, 24, 0, -13, -1, 1, 1.2

Other compounds follow:
Structure,MPTP inh,SENP8 inh,ATG4B inh,SENP6 inh,PfG6PD inh,GRIN3A LBD mod,SENP1 inh,hIAP act
O=C(C1CCC(CNc2c(N3CCCCC3)c(=O)c2=O)CC1)N1CCN(C2CCCCC2)CC1 (stereo not drawn),2.3,23,3,14,-8,-2,2,1
CCOc1ccc(CNn2cnnc2)cc1,0.0,24,8,-11,-11,2,1,1
NC(=O)C1CCCN(C(=O)c2cccc(S(=O)(=O)N3CCCCCC3)c2)C1 (stereo not drawn),-0.1,6,1,-14,8,-2,0,1.1
C=CCn1cc(C(=O)N2CCN(C)CC2)c(=O)c2cc(S(=O)(=O)N3CCCC3)ccc21,-3.1,10,3,-7,-4,-4,-1,0.9
C=CCn1c(SCC2=C(C(=O)OCC)C(C)NC(=O)N2)nnc1C1CCCCC1 (stereo not drawn),-1.0,24,-3,-5,-7,-6,0,0.99
CCOC(=O)c1noc(C)c1C(=O)Nc1nccs1,-1.7,3,0,-9,-16,0,-27,1.1
COc1ccccc1NC(=O)CSc1nc(N)cc(N)n1,-1.1,5,-8,8,4,-1,-1,0.99
COC(=O)c1ccc(OCC(O)CNCC(c2ccc(OC)cc2)N(C)C)c(OC)c1 (stereo not drawn),0.9,1,-3,12,-2,0,2,0.95
O=C(Cc1csc(N2CCOCC2)n1)N/N=C/c1cccc(O)c1,-2.4,12,-2,6,8,0,-1,0.86
CCCn1nnc2sc3c(c2c1=O)CCC(C)C3 (stereo not drawn),-4.5,-10,-8,-16,-12,2,-1,0.92
Nc1ncnc(Nc2ccccc2Oc2ccccc2)n1,1.5,3,-1,nt,-4,1,2,nt
CCn1c(SCC(=O)N/N=C(\C)c2ccco2)nnc1-c1ccccc1,-0.6,12,8,-2,-9,1,0,0.97
Cc1ccccc1OC(=O)CCC(=O)OCCCC(F)(F)C(F)(F)F,-2.2,2,1,-7,12,3,2,1.4
COc1ccc(OCC(O)Cn2cnc(-c3ccc(Br)cc3)c2)cc1 (stereo not drawn),1.7,14,-20,-15,19,-10,0,0.81
COc1ccc(NC(=O)CSc2ccc([N+](=O)[O-])cc2)cc1S(=O)(=O)N1CCOCC1,-1.9,14,-50,-5,11,1,1,1.1
Cc1c(Cl)ccc2c(C(=O)O)cc(-c3ccccc3)nc12,5.5,16,18,-5,-35,-3,1,1
Cc1c(C)c(C)c(CN2CCSCC2)c(C)c1C,-0.2,2,2,1,12,0,3,0.85
O=C(COc1ccc(F)cc1Cl)Nc1cc(S(=O)(=O)N2CCOCC2)ccc1N1CCCCC1,0.3,-10,-9,4,24,-2,-19,1.1
O=C(COc1ccc2c3c(c(=O)oc2c1)CCCC3)NCCN1CCOCC1,-0.6,-290,-1,8,23,-1,0,1
CN1C[C@@H]2C(c3ccccc3)C3(c4cccnc4)CC2(C3)[C@H]1c1ccccc1 (stereo partly drawn),0.2,24,2,-2,4,2,-2,0.97
CCOc1ccc(-n2c(-c3ccc(Cl)cc3)c[n+]3c2SCC3)cc1,0.3,12,-3,-10,10,0,2,1.1
CCn1cnc2c1c(=O)n(CC(=O)NN)c(=O)n2Cc1ccccc1,0.0,11,-4,14,0,1,2,0.94

Bioassay records: PubChem BioAssay, Sanford-Burnham Center for Chemical Genomics

Compounds as they come, and some 6.7% of all compounds hit somewhere here.
